FLuc inh – blocks Photinus pyralis firefly luciferase activity. P08659. purified firefly luciferase, luminescence, 8 min. Potency, µM (top dose mostly 57.1 µM), for inactives: at the highest dose activity change, negative = inhibition, most hits filed as inhibitors. hit rate 2.2% among 72,000. AID 411; further: potency means the concentration at half of the fitted maximal effect; on the % scale 0 is the no-effect control and ±100 the full control effect; nearly all actives have a fitted effect of over 40% in size
Target sequence (P08659 whole entry, looked up): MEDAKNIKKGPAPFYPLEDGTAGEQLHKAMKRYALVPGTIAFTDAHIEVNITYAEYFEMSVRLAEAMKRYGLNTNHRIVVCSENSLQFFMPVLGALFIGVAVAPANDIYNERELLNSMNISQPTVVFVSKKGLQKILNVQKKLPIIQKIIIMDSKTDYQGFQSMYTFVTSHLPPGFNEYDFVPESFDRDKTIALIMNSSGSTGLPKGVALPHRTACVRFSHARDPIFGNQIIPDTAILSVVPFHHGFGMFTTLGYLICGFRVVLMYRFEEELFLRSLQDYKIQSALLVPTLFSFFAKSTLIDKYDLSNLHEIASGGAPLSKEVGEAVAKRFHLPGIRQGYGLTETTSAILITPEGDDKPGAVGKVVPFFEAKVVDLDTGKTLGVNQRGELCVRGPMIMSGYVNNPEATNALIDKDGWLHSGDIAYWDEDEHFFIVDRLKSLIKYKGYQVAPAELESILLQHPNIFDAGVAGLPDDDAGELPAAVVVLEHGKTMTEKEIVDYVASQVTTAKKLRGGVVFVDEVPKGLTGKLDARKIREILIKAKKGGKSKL
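Titration-based qHTS; buffer 50 mM imidazole pH 7.2, 50 mM KCl, 7 mM MgCl2, 10 uM ATP, 0.01% Tween 20, 0.05% BSA; luciferase/luciferin detector mix added after compound; 8 min, ambient; luminescence.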
ERK AVP inh – blocks ERK signaling stimulated by vasopressin. HEK293-V1b, vasopressin-stimulated pERK AlphaScreen. Potency, µM (series often up to 57.5 µM), without a hit: at the top dose activity, negative = inhibition, usual class: inhibitors. hit rate 0.99% among 72,000. AID 995; further: potency means the concentration at half of the fitted maximal effect; on the % scale 0 is the no-effect control and ±100 the full control effect; nearly all actives have a fitted effect of over 55% in size
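qHTS, compounds titrated on V1b-expressing HEK293 cells. Preincubation 30 min at 37C, vasopressin 25 nM for 5 min, lysis 10 min, bead incubation 5 hr at room temperature.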
BRCT inh green – blocks human BRCA1 BRCT binding to phosphopeptide, green readout; BRCA1 BRCT-phosphopeptide binding, green fluorescence polarization; P38398; hit rate 0.05% among 75,000; Potency, µM (doses to about 76.9 µM), without a hit: top-dose activity change, negative = inhibition, hits mostly inhibitors;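 further: potency means the concentration at half of the fitted maximal effect; plate controls were peptide without protein for full effect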
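Fluorescence polarization: His-tagged BRCT (~35 kDa BRCA1 C-terminus, 250 nM) bound to 100 nM fluorescein-labeled phosphorylated 10-aa BACH1 peptide, pH 7.3 phosphate buffer with DTT and Tween 20. Compounds incubated 12 min at room temperature; inhibition read as lowered polarization.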
USP2a inhib – USP2a (human) protease inhibition; O75604; USP2a enzymatic assay, qHTS inhibition; Potency, µM (doses to about 38.3 µM), inactives show at the highest dose activity change, negative = inhibition, actives largely listed as inhibitors; hit rate 0.1% among 60,000;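 further: potency means the concentration at half of the fitted maximal effect; nearly all actives have a fitted effect of over 60% in size; plate controls were DMSO for no effect and NEM full inhibition control for full effect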
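USP2 core (20nM final) preincubated 30 min RT with compound, then Ub-PLA2 20nM and NBD C6-HPC 20uM final added; buffer 20mM Tris-HCl pH 8.0, 2mM CaCl2. Fluorescence Ex 460/Em 535 read at 0 and 2.5 h; normalized to NEM.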
Caspase-1 inhib – caspase-1 (human) inhibition, allosteric or competitive. P29466. Caspase-1 enzyme, Ac-WEHD-AFC fluorogenic rate. Potency, µM (top dose mostly 57.5 µM), for the others: top-dose activity change, negative = inhibition, usual class: inhibitors. hit rate 0.03% among 75,000;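 further: potency means the concentration at half of the fitted maximal effect; plate controls were vehicle for no effect and no substrate for full effect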
Caspase-7 inhib – allosteric or competitive inhibitors of human caspase-7; Potency, µM (series often up to 57.5 µM), for inactives: top-dose activity change, negative = inhibition, hits mostly inhibitors; hit rate 0.02% among 75,000; recombinant caspase-7, Ac-DEVD-AFC fluorescence rate; P55210; AID 889; active means well fitted inhibition curve with a large enough effect in the main read-out, with a control signal flat, not every such curve was filed as active; inconclusive means small, poorly fitted or top-dose-only effect, or a change in a side signal; further: potency means the concentration at half of the fitted maximal effect; % of control where 0% means no effect
Target sequence (P55210 24-198 limits assumed): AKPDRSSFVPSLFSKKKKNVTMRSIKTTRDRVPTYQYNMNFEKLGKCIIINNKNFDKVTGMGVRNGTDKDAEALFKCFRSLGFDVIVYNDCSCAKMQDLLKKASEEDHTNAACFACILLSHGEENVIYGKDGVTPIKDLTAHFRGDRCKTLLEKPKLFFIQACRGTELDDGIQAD
Target sequence (P55210 207-303 limits assumed): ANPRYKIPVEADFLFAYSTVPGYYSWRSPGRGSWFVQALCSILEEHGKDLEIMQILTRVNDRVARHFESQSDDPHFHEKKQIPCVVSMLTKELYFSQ
HEK293 cAMP cs – parental HEK293 cAMP activation (counter-screen) | Potency, µM (top dose mostly 57.1 µM), inactives show top-dose activation, hits mostly activators | parental HEK293 CNG cAMP sensor, membrane potential fluorescence | hit rate 2.5% among 73,000 | AID 938; further: potency means the concentration at half of the fitted maximal effect; % of control where 0% means no effect; nearly all actives have a fitted effect of over 55% in size
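Counterscreen for endogenous-receptor signalling: CNG-channel HEK 293 cells report cAMP rise by membrane depolarization. After 60 min dye equilibration with 100 uM RO 20-1724, compounds incubated 30 min before bottom-read fluorescence at 590 nm.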
BRCT inh red – inhibitors of human BRCA1 BRCT-phosphoprotein interaction (red fluorophore); BRCT-phosphopeptide binding, red fluorescence polarization; Potency, µM (titrated, usually from 76.9 µM), inactives show at the top dose activity change, negative = inhibition, usual class: inhibitors; hit rate 0.03% among 75,000; AID 892; further: on the % scale 0 is the no-effect control and ±100 the full control effect
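Fluorescence polarization: 100 nM His-tagged BRCA1 BRCT with 100 nM TAMRA-labelled phospho-BACH1 decapeptide, phosphate buffer pH 7.3 with 150 mM NaCl, DTT, 0.01% Tween 20; 12 min RT. Binding inhibition seen as FP decrease.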
Tau fil binding – binders of human tau filaments. P10636. recombinant tau filaments, thioflavin S fluorescence, 15 h; filaments grown with octadecylsulfate alongside compound. Potency, µM (doses to about 57.1 µM), for the others: at the highest dose activity change, negative = inhibition. hit rate 2% among 71,000. AID 596;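 further: potency means the concentration at half of the fitted maximal effect; on the % scale 0 is the no-effect control and ±100 the full control effect; actives lower thioflavin S fluorescence by blocking filaments or displacing dye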
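His-tagged recombinant human tau (exons 2, 3, 10; 1 uM final) fibrillized with 30 uM sodium octadecylsulfate, 15 h at 37 C, in pH 7.4 HEPES buffer with 10 uM thioflavine S and 5 mM DTT. Reduced ThS fluorescence (450/510 nm) marks activity.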
CRE-bla Fsk – modulators of forskolin-stimulated CRE signaling in CHO cells; hit rate 2.5% among 71,000; Potency, µM (doses to about 38.2 µM), inactives show at the top dose activity change, negative = inhibition, most hits filed as activators; CHO CRE-bla reporter (cAMP response element driving beta-lactamase), forskolin EC10, beta-lactamase ratio; AID 662; active means well fitted activation curve with a large enough effect in the signal ratio, with a control signal flat, not every such curve was filed as active; inconclusive means small, poorly fitted or top-dose-only effect, or effect the other way, or a change in a side signal; the % refers to the signal ratio; further: potency means the concentration at half of the fitted maximal effect; % of control where 0% means no effect
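Using CellSensor CRE-bla CHO cells in Opti-MEM with 0.5% dialyzed FBS, compounds were titrated with EC10 NKH 477 for 3 h at 37 °C. CCF4 ratio (460/530 nm) gave %Activity; AC50 derived.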
A350 autofl – compounds fluorescent in Alexa 350 spectral region | Compound autofluorescence, 340/450 nm, Alexa 350 dye-equivalents; stronger effect = higher value | max dye-equivalent concentration, M | hit rate 11% among 59,000 | AID 590; in the data active means max dye-equivalent concentration above about 10 nM; inconclusive means mostly about 1.1 nM to 9.6 nM
The depositor's hits bear a star; i = inactive; ? = inconclusive; nt = not tested or not shown; [ ] = dose if it differs, or a comment. Unless noted, the call rests on the fitted dose curve; in most records, active means well fitted curve in the direction sought with a large enough effect; inconclusive means small, poorly fitted or top-dose-only effect, or another doubt; inactive means no such curve, though single readings can be large; an effect the other way counts as inactive or inconclusive.

SMILES	FLuc inh	ERK AVP inh	BRCT inh green	USP2a inhib	Caspase-1 inhib	Caspase-7 inhib	HEK293 cAMP cs	BRCT inh red	Tau fil binding	CRE-bla Fsk	A350 autofl
Cn1c(SCCN2CCCCC2)nnc1-c1ccccc1Br	0%	-12%	0.3%	15%	2%	2%	12%	-1.0%	0%	4%	i
Cc1nc2ccc(N)cc2s1	3%	nt	-2.9%	nt	2%	-1%	17%	-1.8%	-9%	11%	nt
N[C@@H](Cc1c[nH]c2ccccc12)C(=O)O	2%	14%	-2.3%	-1%	2%	0%	10%	2.9%	-2%	-3%	i
CCCCN(CCCC)Cc1ccc(N)cc1	-4%	-1%	-0.1%	3%	0%	0%	18%	-2.1%	1%	5%	?
COc1ccc(N(CC(=O)Nc2cc(OC)ccc2OC)S(=O)(=O)c2c(C)nn(C)c2C)cc1	0%	-20%	-0.9%	nt	-3%	-3%	-1%	-1.3%	13%	5µM*	nt
CCn1c(SCC(=O)c2ccc(F)cc2)nnc1-c1ccoc1C	-9%	19%	1.0%	2%	1%	0%	23%	-0.9%	10%	-17%	i
O=C(Nc1ccon1)c1cc2c(s1)CCCCCC2	25µM*	6%	-0.8%	14%	2%	-5%	?	-0.2%	-18%	1%	i
Cc1ccc(S(=O)(=O)N2CCN(Cc3ccccc3C(F)(F)F)CC2)cc1	-2%	9%	-7.4%	-19%	-4%	-3%	13%	-0.8%	7%	6%	nt
O=C(NC1CCCC1)C(c1ccsc1)N(Cc1ccco1)C(=O)Cc1cccs1 (stereo unspecified)	?	?	-5.4%	-25%	-5%	-12%	-14%	-0.4%	16µM*	-9%	i
COC(=O)c1ccccc1NC(=O)c1cc(OC)cc(OC)c1	-1%	11%	0.2%	-25%	-4%	-4%	25µM*	-2.6%	13%	?	i
C#CCCCO/N=C1/C[C@@H](O)[C@@H](O)[C@@H]2[C@H]3C(=O)N(c4ccc(F)cc4F)C(=O)[C@@H]3CC[C@@H]12	0%[11.4 µM]	5%[11.5 µM]	-1.1%[15.4 µM]	nt	0%[11.5 µM]	-2%[11.5 µM]	-9%[11.4 µM]	-0.1%[15.4 µM]	nt	nt	nt
O=C(CCCOc1ccc(Cl)cc1Cl)NCCCO	-5%	?	2.3%	nt	0%	2%	5%	2.9%	7%	-4%	4.2e-08M*
CCN(CC)c1nc(N(CC)CC)[nH]c(=O)n1	0%	37%	-0.7%	-1%	2%	1%	7%	-3.9%	5%	?	i
CCOC(=O)C1CCCN(C(=O)Cn2cccc2C(=O)c2ccccc2)C1 (stereo unspecified)	-2%	9%	-1.1%	5%	2%	-2%	7%	-0.5%	0%	-8%	?
COc1cc(NS(=O)(=O)c2ccc3c(c2)oc(=O)n3C)cc(OC)c1OC	1%	nt	1.2%	nt	-4%	2%	20%	-0.9%	-8%	1%	nt
Cc1oc2c(c1C(=O)NCc1ccccc1)CCCC2	3%	-9%	-0.6%	-2%	0%	0%	?	-2.4%	-4%	4%	i
O=C(CN1CCC(n2nnc3cc(F)ccc32)CC1)NCCc1nc2ccccc2[nH]1	4%	28%	2.4%	12%	-3%	0%	?	-0.1%	-16%	3%	i
Nc1cc(N)cc(-c2nc3ccccc3[nH]2)c1	-9%	10%	1.0%	170%[activator]	-12%	-21%	5%	0.0%	6.3µM*	-8%	?
Cc1c(C(=O)NCc2ccco2)oc2ccc(S(=O)(=O)N3CCC4(CC3)OCCO4)cc12	0%	-13%	1.5%	56%[activator]	-3%	-5%	0%	0.2%	0%	-7%	i
O=C1NC(Nc2nccs2)(C(F)(F)F)C(=O)N1CCc1ccccc1 (stereo unspecified)	2%	5%	-3.9%	1%	0%	-1%	-16%	-1.4%	-6%	?	i
Cc1cccc2cc(CN(CCCO)C(=O)Nc3ccccc3Cl)c(=O)[nH]c12	0%	-6%	-2.0%	32%[activator]	1%	-1%	11%	0.5%	6%	?	?
O=C(c1cnccn1)N1CCC2(CCCN(c3ccncc3)C2)CC1	1%[11.4 µM]	7%	-3.1%	-10%	-2%	2%	22%	0.3%	-6%	2%	i
COc1ccc(-n2c(C)nc3cc(C(=O)N4CCOCC4)ccc32)cc1	2%	-11%	-3.0%	1%	-1%	-1%	8%	-1.4%	15%	5%	i
CCN(CC(=O)NC)S(=O)(=O)c1ccc(Br)cc1	0%	-10%	-2.8%	6%	-1%	0%	3%	0.8%	6%	?	i
CS(=O)(=O)N1CCN(C(=O)c2cc3ccccc3oc2=O)CC1	nt	nt	-1.4%	nt	2%	0%	-3%	-0.3%	nt	nt	nt

Two of the compounds above, field by field.
O=C(NC1CCCC1)C(c1ccsc1)N(Cc1ccco1)C(=O)Cc1cccs1 (stereo unspecified)
  FLuc inh = ?
  ERK AVP inh = ?
  BRCT inh green = -5.4%
  USP2a inhib = -25%
  Caspase-1 inhib = -5%
  Caspase-7 inhib = -12%
  HEK293 cAMP cs = -14%
  BRCT inh red = -0.4%
  Tau fil binding = 16µM*
  CRE-bla Fsk = -9%
  A350 autofl = i
COC(=O)c1ccccc1NC(=O)c1cc(OC)cc(OC)c1
  FLuc inh = -1%
  ERK AVP inh = 11%
  BRCT inh green = 0.2%
  USP2a inhib = -25%
  Caspase-1 inhib = -4%
  Caspase-7 inhib = -4%
  HEK293 cAMP cs = 25µM*
  BRCT inh red = -2.6%
  Tau fil binding = 13%
  CRE-bla Fsk = ?
  A350 autofl = i

The listing picks up, repeating the three entries before the break.
SMILES	FLuc inh	ERK AVP inh	BRCT inh green	USP2a inhib	Caspase-1 inhib	Caspase-7 inhib	HEK293 cAMP cs	BRCT inh red	Tau fil binding	CRE-bla Fsk	A350 autofl
COc1ccc(-n2c(C)nc3cc(C(=O)N4CCOCC4)ccc32)cc1	2%	-11%	-3.0%	1%	-1%	-1%	8%	-1.4%	15%	5%	i
CCN(CC(=O)NC)S(=O)(=O)c1ccc(Br)cc1	0%	-10%	-2.8%	6%	-1%	0%	3%	0.8%	6%	?	i
CS(=O)(=O)N1CCN(C(=O)c2cc3ccccc3oc2=O)CC1	nt	nt	-1.4%	nt	2%	0%	-3%	-0.3%	nt	nt	nt
COc1cc(CC(=O)Nc2ccc(S(=O)(=O)N(C)C)cc2)cc(OC)c1OC	-1%	2%	-2.8%	4%	-1%	1%	-15%	1.0%	-1%	4%	i
O=C(Cn1ncc2c(=O)oc3ccccc3c21)N1CCN(C(=O)c2ccco2)CC1	0%	-1%	0.1%	0%	1%	4%	-1%	-0.6%	7%	-4%	i
CCCC(C)n1[nH]c(=O)c2c(C)cc(C)nc21 (stereo unspecified)	4%	-23%	-1.0%	2%	1%	-2%	3%	0.9%	7%	?	?
CC(=O)NCCn1c(SCc2cc(=O)n3cc(Cl)ccc3n2)nc2ccccc2c1=O	3%	5%	0.1%	9%	0%	0%	25%	1.2%	4%	0.63µM*	4.6e-08M*
COc1ccc(S(=O)(=O)NCCSc2ccccc2)cc1OC	-1%	-28%	0.6%	8%	-1%	-1%	?	0.6%	-10%	8%	nt
C(=N\n1cncn1)/c1ccc(N2CCOCC2)cc1	-18%	10%	0.5%	9%	-5%	-3%	1%	0.0%	-14%	19%	1.6e-07M*
COc1cc(C(=O)OC2CC[C@]3(C)C4CCC5[C@]6(O)CC(O)[C@]7(O)C(CN8CC(C)CCC8[C@]7(C)O)[C@]6(O)C[C@@]53O[C@]24O)cc(OC)c1OC (stereo partly specified)	nt	-29%	-4.6%	7%	-1%	-1%	nt	-0.6%	nt	nt	nt
NC(=O)c1ncn([C@@H]2O[C@@H](CO)[C@@H](O)[C@H]2O)c1O	-2%	0%	-2.6%	0%	0%	0%	?	0.9%	-2%	2%	?
NC(=O)c1ccccc1OCC(=O)NS(=O)(=O)c1ccccc1	2%	-3%	-5.8%	-12%	1%	0%	2%	-0.6%	10%	-9%	i
CN(CP(=O)(O)CCc1ccccc1)S(C)(=O)=O	2%	1%	0.3%	-6%	-5%	0%	3%	0.9%	-6%	-4%	nt
Brc1cccc(-c2nnc3sc(CN4CCCCC4)cn23)c1	2%	-7%	-0.5%	6%	-5%	2%	15%	-1.6%	7%	6%	i
CCCCC(C(=O)NCCC(C)C)N(CCCN1CCOCC1)C(=O)c1snc(C(N)=O)c1N (stereo unspecified)	-1%	-2%	-1.0%	nt	-8%	-4%	?	0.3%	-22%	5%	1e-07M*
O=C(CSc1nc2ncccc2[nH]1)Nc1ccc2c(c1)OCCO2	-20%	-2%	-2.7%	9%	-1%	1%	-2%	-1.3%	8%	1%	i
COCCCN(C(=O)Nc1ccccc1)C(C)c1ccncc1 (stereo unspecified)	1%	-1%	-0.9%	nt	-3%	0%	7%	2.2%	1%	-2%	nt
